SW480 rereplic: induces DNA re-replication in SW480 colon adenocarcinoma cells; SW480 DNA re-replication, Hoechst DNA content imaging, 48 h; Potency, µM (titrated, usually from 46.1 µM), for the others: top-dose re-replication activation, actives largely listed as activators; hit rate 1.8% among 340,000; AID 624297; note: potency is the fitted concentration of half-maximal effect; % of control where 0% means no effect; nearly all actives have a fitted effect of over 55% in size
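Readout is total intensity of Hoechst-stained nuclei, excited at 405 nm and collected at 500-530 nm. Compound treatment lasted 48 hr at 37 C in 5% CO2 before staining.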
S2 tox: cell viability loss in ATXN counter-screen; S2 cells (HEK-293 line with an ATXN2-luciferase reporter) viability, CellTiter-Fluor protease fluorescence, 24 h; Potency, µM (highest dose often 56.7 µM), usual class: cytotoxic; hit rate 0.49% among 400,000; AID 651635; note: potency is the fitted concentration of half-maximal effect; nearly all actives have a fitted effect of over 40% in size
KB-3-1 cytotox: kills parental KB-3-1 adenocarcinoma cells; KB-3-1 viability, CellTiter-Glo ATP luminescence, 72 h; Potency, µM (top dose mostly 46.1 µM), inactives show top-dose activity change, negative = cytotoxic, most hits filed as cytotoxic; hit rate 1.4% among 400,000; note: potency is the fitted concentration of half-maximal effect; % is set by controls: 0 for no effect and ±100 for the full control effect; nearly all actives have a fitted effect of over 60% in size
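KB-3-1 parental drug-naive adenocarcinoma cells in DMEM/10% FBS, incubated 72 h at 37 C with pin-transferred compounds across a concentration series. Viability by CellTiter-Glo luminescence; concentration-response curves fitted after normalization.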
HT1080NT lethal: kills 2HG-producing HT-1080-NT fibrosarcoma cells. HT-1080-NT fibrosarcoma viability, CellTiter-Glo ATP luminescence, 48 h. Potency, µM (series often up to 46.1 µM), for the others: top-dose activity, negative = less viability, actives largely listed as cytotoxic. hit rate 1.6% among 360,000;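 note: NT is the 2HG producing partner of a matched IDH1 knockdown line; potency is the fitted concentration of half-maximal effect; 0% = DMSO-treated cells and -100% = media-only wells without cells; nearly all actives have a fitted effect of over 55% in size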
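Viability by CellTiter-Glo luminescence after 48 h compound exposure at 37C of HT-1080-NT cells (750/well, RPMI, 5% FBS). % activity scaled between DMSO wells and medium-only wells, then curve-fitted and categorized by curve class.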
KB-V1 cytotox: KB-V1 MDR subline cytotoxicity; KB-V1 MDR cells viability, CellTiter-Glo, 72 h; Potency, µM (doses to about 46.1 µM), without a hit: top-dose activity change, negative = cytotoxicity, actives largely listed as cytotoxic; hit rate 3.4% among 400,000; AID 1347076; note: potency is the fitted concentration of half-maximal effect; % is set by controls: 0 for no effect and ±100 for the full control effect; nearly all actives have a fitted effect of over 60% in size
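KB-V1 cells (P-gp-expressing MDR subline of KB-3-1) in phenol-red-free DMEM with 10% FBS were exposed to library compounds over a concentration series for 72 h at 37 degrees C. Viability read by CellTiter-Glo luminescence; concentration-effect curves fitted after normalization.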
ATXN2 expr inh: reduces ATXN2 reporter expression in HEK-293 cells; Potency, µM (titrated, usually from 57 µM), without a hit: at the top dose activity change, negative = inhibition, usual class: inhibitors; HEK-293 ATXN2-luciferase reporter, luminescence, 24 h; hit rate 0.72% among 360,000; AID 1745845; note: potency is the fitted concentration of half-maximal effect; % is set by controls: 0 for no effect and ±100 for the full control effect; nearly all actives have a fitted effect of over 55% in size
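ATXN2-luciferase reporter cells (luciferase flanked by upstream and downstream ATXN2 gene portions) were treated 24 h at 37 °C with compounds at up to 57 uM. SteadyGlo luminescence gave expression; GF-AFC fluorescence gave viability.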
HT1080 IDH1KD tx: toxicity to HT-1080 IDH1 knockdown cells (counter line). HT-1080 IDH1 knockdown viability, ATP luminescence, 48 h. Potency, µM (titrated, usually from 46.1 µM), for inactives: at the highest dose activity, negative = toxicity, hits mostly cytotoxic. hit rate 2% among 360,000. AID 686971;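 note: potency is the fitted concentration of half-maximal effect; 0% = DMSO wells and -100% = cell-free medium wells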
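Viability of IDH1-knockdown HT-1080 fibrosarcoma cells was assessed by CellTiter-Glo after 48 h at 37 °C with titrated compound; concentration-effect curves were classified by fit quality and response size.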
MCF10A rerep: DNA re-replication induction in MCF 10a cells | AID 624296 | MCF 10A DNA re-replication, Hoechst nuclear intensity, 48 h | Potency, µM (titrated, usually from 46.1 µM), inactives show at the highest dose activity, positive = re-replication, most hits filed as activators | hit rate 2.9% among 350,000; note: potency is the fitted concentration of half-maximal effect; % of control where 0% means no effect; nearly all actives have a fitted effect of over 50% in size
IL1B secr inh: inhibitors of inflammasome signaling (IL-1 beta secretion); hit rate 4.7% among 360,000; THP-1 LPS/ATP IL-1B secretion, AlphaLISA, 16 h; active compounds read low; AID 743279; activity change, % at 57.5 µM; in the data active = activity change below about -50%; inconclusive = mostly about -30% to -49%; note: % is set by controls: 0 for no effect and ±100 for the full control effect
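Secreted IL-1B measured by AlphaLISA bead assay after 16 h compound exposure of THP-1 cells; compounds (final up to 57.5 uM) added 1 h before LPS (250 ng/mL) and ATP (1.25 mM) stimulation; lower signal means less secretion.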
Numbers without * were called inactive; i = inactive; ? = inconclusive; / = not tested or not shown; [ ] = remark or other dose. Unless noted, calls come from the whole dose curve; as a rule, active = well fitted curve in the direction sought with a large enough effect; inconclusive = small, poorly fitted or top-dose-only effect, or another doubt; inactive = no such curve, though single readings can be large; an effect the other way counts as inactive or inconclusive. An unsorted share of the library; overall some 11% were active at least once.

Every second line gives: SW480 rereplic	S2 tox	KB-3-1 cytotox	HT1080NT lethal	KB-V1 cytotox	ATXN2 expr inh	HT1080 IDH1KD tx	MCF10A rerep	IL1B secr inh
1	O=C(CSc1ncccn1)NC(=O)Nc1ccc2c(c1)OCCO2
→ -15%	i	0%	-14%	12%	-1%	20%	-4%	-15
2	COc1ccc(S(=O)(=O)N2CCNC(=O)CC2)cc1
→ -7%	i	2%	-4%	-26%	/	1%	-7%	-10
3	CCOC(=O)Cc1csc(NC(=O)c2ccc3c(c2)OCO3)n1
→ -14%	i	-5%	-3%	?	7%	-6%	-2%	13
4	O=c1c2ccccc2c2ccccc2c(=O)n1Nc1ccccc1
→ /	?	-2%	?	4%	/	13µM*	/	1
5	CCOC(=O)c1c(-c2ccc(OC)cc2)oc2ccc(OCc3ccc(F)cc3F)cc12
→ /	i	4%	/	8%	7%	/	/	/
6	Cc1cc(C)cc(NC(=O)COC(=O)c2ccc(CN3CCCC3=O)cc2)c1
→ -3%	i	2%	3%	0%	9%	0%	-5%	-14
7	Cc1c(C(=O)N(C)Cc2cccc(F)c2)oc2c(Cl)cccc12
→ ?	i	0%	-15%	-4%	3%	-9%	?	-8
8	Cc1nnc(-c2cnn(C)c2N)n1Cc1ccccc1F
→ 1%[9.22 µM]	i	8%	5%	19%	5%	6%	17%	0
9	C/C(=N\Nc1ccc(Cl)c(C(=O)O)c1)c1ccc(N2CCOCC2)cc1
→ ?	i	-2%	-1%	19%	39%[activator]	-2%	13%	-2
10	CCCCN(CCCC)C(=O)C1CCN(S(=O)(=O)c2cccc3nsnc23)CC1
→ /	i	-19%	/	-10%	?	/	/	/
11	O=C(Cc1ccc([N+](=O)[O-])cc1)Nc1nnc(C2CC2)s1
→ -6%	?	8%	10%	-19%	0%	10%	10%	9
12	O=C(N/N=C/c1ccc(OC(=O)c2ccccc2)cc1)c1cccc(O)c1
→ 20%	i	1%	-16%	0%	3%	0%	21%	-8
13	CCCN(C(=O)/C=C/c1nc2ccccc2s1)C1CCS(=O)(=O)C1 (stereo unspecified)
→ -1%	i	0%	1%	0%	-17%	0%	-4%	0
14	CN(C(=O)c1cccc(OC2CCN(S(=O)(=O)N(C)C)CC2)c1)C1CCOC1 (stereo unspecified)
→ ?	i	8%	0%	-1%	24%	7%	-1%	35
15	CC12CCC(C(=O)N(CCCCN3CCN(c4ccccn4)CC3)C1=O)C2(C)C (stereo unspecified)
→ 4%	i	0%	12%	8%	/	2%	21%	5
16	O=C(O)c1cc(S(=O)(=O)N(Cc2ccccc2)c2ccc(Cl)cc2)ccc1Cl
→ ?	i	-2%	-18%	5%	-6%	-1%	21µM*	-27
17	O=C1/C(=C/c2cccnc2)SC(=S)N1c1ccc(O)cc1
→ ?	?	-1%	?	-15%	0%	0%	?	-99*
18	CSc1ccc(/C=N/n2c(Cc3ccc(Br)cc3)n[nH]c2=S)cc1
→ ?	i	-3%	-20%	0%	-10%[11.3 µM]	-5%	28%	-13
19	Cc1nc(COc2cc3oc(=O)cc(C)c3cc2Cl)cs1
→ -27%	i	0%	25%	1%	-8%	20%	?	44
20	O=c1[nH]cc(-c2ccc(Br)cc2)n1Cc1ccccc1
→ -6%	i	-13%	-2%	11%	/	1%	?	2
21	Cn1cc(S(=O)(=O)N2CCCCCC2)cc1C(=O)Nc1ccc(Cl)c(C(F)(F)F)c1
→ /	i	9%	/	0%	7%	/	/	/
22	COc1ccccc1N1C(=O)CCC1(C#N)c1ccccc1 (stereo unspecified)
→ -1%	i	2%	4%	13%	-6%	4%	-185%[0.0737 µM]	-26
23	O=C(NCCc1ccccc1)C(=O)NCC(c1cccnc1)N1CCN(c2ccccc2)CC1 (stereo unspecified)
→ /	i	-27%	/	-10%	-36%	/	/	/
24	Cc1ccc(N=C2NC(=O)/C(=C/C=C/c3ccco3)S2)cc1
→ -3%	?	-10%	3%	?	27%	7%	?	0
25	Cc1ccc(NC(=O)Nc2nnc(N3CCCC3)s2)c(C)c1
→ /	i	2%	/	?	1%	/	/	/
26	O=C(COc1ccc2ccc(=O)oc2c1)Nc1nccs1
→ ?	i	2%	14%	-1%	/	5%	-1%	-9
27	Cc1ccc(NC(=O)Cc2nc(-c3c[nH]c(C(=O)N4CCCC4)c3)cs2)c(C)c1
→ -4%	/	-2%	13%	3%	/	7%	25%	14
28	COc1ccccc1NC(=O)CN(Cc1ccco1)C(=O)c1ccc(-n2nc(C)cc2C)cc1
→ -12%	i	17%	7%	2.1µM*	-5%	2%	2%	-4
29	Cc1ccc(NC(=O)COc2ccc3oc4c(c3c2)CCCC4)cc1C
→ /	i	30%	/	18%	1%	/	/	/
30	Cc1ccc(OCC(=O)NCCCNC(=O)COc2ccc(C)cc2)cc1
→ -9%	i	0%	12%	-5%	-6%	1%	-1%	-9

Some entries already given with just IL1B secr inh.
item | Structure | IL1B secr inh
30 | Cc1ccc(OCC(=O)NCCCNC(=O)COc2ccc(C)cc2)cc1 | -9
4 | O=c1c2ccccc2c2ccccc2c(=O)n1Nc1ccccc1 | 1

Next compounds follow.
Every second line gives: SW480 rereplic	S2 tox	KB-3-1 cytotox	HT1080NT lethal	KB-V1 cytotox	ATXN2 expr inh	HT1080 IDH1KD tx	MCF10A rerep	IL1B secr inh
31	CCCn1c(=O)n(C)c(=O)c2c(SCc3cc(C(C)=O)ccc3OCC)nc(C3CC3)nc21
→ 1%	i	-14%	-6%	-16%	-18%	2%	9%	8
32	CC(=O)Nc1ccc2c(c1)nc(CCNC(=O)c1ccco1)n2C
→ -6%	i	3%	9%	?	-25%	21%	2%	-6
33	CC1(C)C(C(=O)O)N2C(=O)C(NC(=O)Cc3ccccc3)C2S1=O (stereo unspecified)
→ 4%	i	17%	3%	?	5%	4%	-18%	-9
34	CCCCn1c(N)c(N(CC)C(=O)c2cccc(S(=O)(=O)N3CCCc4ccccc43)c2)c(=O)[nH]c1=O
→ 6%	i	0%	-4%	8%	-4%	0%	0%	-17
35	Cc1cc(NC(=O)Cn2c(=O)c3c(ncn3CCC(C)C)n(Cc3ccccc3)c2=O)no1
→ -7%	/	-5%	10%	0%	/	-4%	8%	15
36	O=C1CCc2cccc(O)c2N1
→ -1%	?	3%	8%	4%	1%	11%	3%	23
37	CCN(CC)S(=O)(=O)c1ccc(O)c(C(=O)OCC(=O)Nc2ccc(OC(F)(F)F)cc2)c1
→ -7%	i	1%	-14%	0%	-19%	-5%	?	-52*
38	Cc1nonc1C1CCCN1Cc1nc(-c2ccc(F)cc2F)oc1C (stereo unspecified)
→ 20%	i	-3%	-1%	0%	-10%	-9%	3%	-10
39	O=C1NC2(CCCCC2)Cc2ccccc21
→ -15%	i	3%	-1%	-12%	6%	-11%	2%	7
40	CC(=O)Nc1cccc(NC(=O)CSc2nc(=O)n(Cc3ccccn3)c3c2CCC3)c1
→ -444%[inhibitor]	i	8%	1%	27%	19%	4%	-1%	?
41	O=C(O)CCS(=O)(=O)c1nc(-c2cccs2)cc(C(F)(F)F)n1
→ ?	i	4%	?	3%	24%	?	?	-29
42	Cc1cccc(OCC(=O)NCc2n[nH]c(=O)c3ccccc23)c1
→ -9%	i	-2%	-4%	-3%	5%	11%	8%	0
43	O=C(CSc1nc2sc3c(c2c(=O)[nH]1)CCCC3)NCCO
→ -19%	i	5%	-7%	3%	1%	3%	-5%	14
44	O=C1C(=O)N(CCCN2CCOCC2)C(c2ccc(Cl)cc2)/C1=C(\O)c1ccc2c(c1)OCCO2 (stereo unspecified)
→ 12%	i	-2%	6%	?	2%	5%	-2%	-7
45	CCc1nc2ccc(C(=O)N(C)Cc3ccccc3)cn2c1N(CC)CCN(C)C
→ /	i	22%	18%	-11%	-5%	25%	/	-3
46	COC(=O)C(C(=O)OC)C(C(C)C)C(C(=O)OC)C(=O)OC
→ -9%	?	7%	9%	0%	-10%	13%	-9%	14
47	COc1ccc(CCNC(=O)Nc2ccc3c(c2)c(=O)n(C)n3CC=C(C)C)cc1OC
→ /	i	0%	22%	6%	-3%	17%	/	3
48	COc1ccc2c(C)c(Cl)c(=O)oc2c1
→ 1%	i	16%	8%	1%	-8%	14%	0%	-5
49	CCN(CC)c1nc(C)nc2c1sc(=S)n2C
→ -10%	i	-2%	-1%	?	-15%	-1%	2%	39
50	O=C(COC(=O)C1CCC1)Nc1cccc(Cl)c1
→ -22%	i	1%	16%	17%	-28%	6%	1%	16
51	Cc1ccc(O)c(/C=N/NC(=O)COc2ccc3c(C)cc(=O)oc3c2)c1
→ ?	?	18µM*	-13%	-16%	?	?	?	106
52	COc1cccc(NC(=O)CC2COc3ccccc3O2)c1 (stereo unspecified)
→ 3%	i	3%	-1%	?	44%[activator]	0%	3%	3

Grouped by structure, the entries above containing two or more sulfur atoms
Every second line gives: SW480 rereplic	S2 tox	KB-3-1 cytotox	HT1080NT lethal	KB-V1 cytotox	ATXN2 expr inh	HT1080 IDH1KD tx	MCF10A rerep	IL1B secr inh
10	CCCCN(CCCC)C(=O)C1CCN(S(=O)(=O)c2cccc3nsnc23)CC1
→ /	i	-19%	/	-10%	?	/	/	/
13	CCCN(C(=O)/C=C/c1nc2ccccc2s1)C1CCS(=O)(=O)C1 (stereo unspecified)
→ -1%	i	0%	1%	0%	-17%	0%	-4%	0
17	O=C1/C(=C/c2cccnc2)SC(=S)N1c1ccc(O)cc1
→ ?	?	-1%	?	-15%	0%	0%	?	-99*
18	CSc1ccc(/C=N/n2c(Cc3ccc(Br)cc3)n[nH]c2=S)cc1
→ ?	i	-3%	-20%	0%	-10%[11.3 µM]	-5%	28%	-13
41	O=C(O)CCS(=O)(=O)c1nc(-c2cccs2)cc(C(F)(F)F)n1
→ ?	i	4%	?	3%	24%	?	?	-29
43	O=C(CSc1nc2sc3c(c2c(=O)[nH]1)CCCC3)NCCO
→ -19%	i	5%	-7%	3%	1%	3%	-5%	14
49	CCN(CC)c1nc(C)nc2c1sc(=S)n2C
→ -10%	i	-2%	-1%	?	-15%	-1%	2%	39

Compound activity (PubChem BioAssay)
